Assay outcomes (PubChem)
MC4R barr agon: MC4R agonists recruiting beta-arrestin, primary screen, cell-based, luminescence, agonist arm of biased-ligand search; 360,000 compounds, 0.98% hits; activation, % at 8.9 µM; U2OS MC4R beta-arrestin complementation; percent of melanotan II response, DMSO zero; AID 540308, 2011;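 active means activation above a per-plate cutoff, the mean activation of sample wells on that plate plus 3 SD, cut at about 8% in these data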
Glyco luc inh: increase of ERlucT glycosylation luciferase signal, primary screen, N-linked glycosylation inhibitor project, D54 ERlucT cells, luminescence, set 2. D54 ERlucT glycosylation luciferase reporter, 24 h; percent of 100 nM tunicamycin response. reporter increase, % at 12.5 µM. 360,000 compounds, 0.23% hits. AID 588692, 2011;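 active means mean luciferase reporter signal, scaled so untreated is 0 and the glycosylation-blocking control 100, at or above a set limit in every replicate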;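 further: luciferase carries N-glycosylation sites so blocking glycosylation raises the light; 0% = median of neutral control wells and 100% = median of 100 nM tunicamycin wells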
ABHD5-PLIN5 inh: ABHD5-PLIN5 interaction inhibitors, primary screen, cell lysate, split luciferase complementation, luminescence; Split G. princeps luciferase complementation, 4 h; inhibition, % at 4 µM; 360,000 compounds, 0.78% hits; AID 602281, 2012;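 active means inhibition above the mean inhibition across every tested compound plus 3 SD, cut at about 22% in these data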;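 further: 0% = DMSO only wells and the 100% control is not disclosed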
Target sequence (Q00G26 whole entry, looked up): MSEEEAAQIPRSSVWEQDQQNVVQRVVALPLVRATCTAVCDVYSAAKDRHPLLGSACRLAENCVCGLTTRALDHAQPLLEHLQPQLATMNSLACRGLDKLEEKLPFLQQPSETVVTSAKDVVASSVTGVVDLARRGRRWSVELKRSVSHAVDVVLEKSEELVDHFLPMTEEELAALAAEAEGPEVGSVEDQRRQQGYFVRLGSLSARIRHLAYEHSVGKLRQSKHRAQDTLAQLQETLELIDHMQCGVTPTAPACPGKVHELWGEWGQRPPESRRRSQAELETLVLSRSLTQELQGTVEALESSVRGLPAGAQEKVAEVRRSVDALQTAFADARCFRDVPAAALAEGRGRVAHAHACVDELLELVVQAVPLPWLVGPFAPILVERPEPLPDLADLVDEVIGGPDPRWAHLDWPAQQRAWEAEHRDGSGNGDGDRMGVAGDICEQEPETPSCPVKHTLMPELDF
Target sequence (Q8WTS1 whole entry, looked up): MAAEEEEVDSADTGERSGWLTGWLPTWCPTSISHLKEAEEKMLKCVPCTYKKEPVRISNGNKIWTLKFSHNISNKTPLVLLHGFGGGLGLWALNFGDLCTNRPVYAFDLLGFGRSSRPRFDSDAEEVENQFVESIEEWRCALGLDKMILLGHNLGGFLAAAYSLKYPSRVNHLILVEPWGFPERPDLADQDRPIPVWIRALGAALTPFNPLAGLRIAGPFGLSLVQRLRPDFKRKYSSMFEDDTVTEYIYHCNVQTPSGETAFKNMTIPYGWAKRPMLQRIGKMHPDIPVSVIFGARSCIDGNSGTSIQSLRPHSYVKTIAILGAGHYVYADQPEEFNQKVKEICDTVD
aDG glyco up: activators of alpha-DG glycosylation, primary screen, uHTS, Pro5-aDG cells, AlphaScreen; alpha-DG glycosylation AlphaScreen (IIH6); 0% Pro5, 100% B10-LARGE cell signal; activation, % at 10 µM; 360,000 compounds, 0.22% hits;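 active means activation of at least 8% versus controls, or a plate z-score of at least 8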;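 further: Pro5 are CHO cells carrying HIG-tagged alpha-DG that lacks glycosylation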
iPSC survival up: enhancers of single-cell hiPSC survival, primary screen, ATPlite luminescence; survival enhancement, % at 20 µM; 360,000 compounds, 0.044% hits; 100% = ROCK inhibitor wells, 0% = DMSO; in the data active means survival enhancement above about 18%;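 further: cells exposed to compounds for 16 hours before the ATP read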
ABCB6 inh MLPCN: ABCB6 transporter inhibitors, primary screen, K562-ABCB6 cells, flow cytometry, MLPCN library; K562-ABCB6 porphyrin accumulation, 1 h; hits give low values; ATP-binding cassette sub-family B member 6 (Homo sapiens), Q9NP58; AID 602162, 2011; fluorescence ratio to DMSO, % at 10 µM; 360,000 compounds, 0.19% hits;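 active means fluorescence ratio to DMSO below 75%, the collection mean minus 3 SD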;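 further: signal is porphyrin accumulated inside mitochondria; 100% equals median channel fluorescence of DMSO control wells; lower ratio means ABCB6 inhibition with less porphyrin fluorescence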
H9c2 protect: cardioprotection against H2O2-induced cell death, primary screen, uHTS, H9c2 cells, ATPLite luminescence; H9c2 cardiomyocytes, H2O2 injury protection, 2 h; protection from H2O2 cell death, % at 20 µM; 360,000 compounds, 0.63% hits;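 active means compounds giving at least 50% protection of heart cells from peroxide-induced death in the single-dose screen, raw or plate-pattern-corrected value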;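 further: 0% = DMSO wells with peroxide and 100% = DMSO wells without peroxide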
m5-HT2A agonist: mouse Htr2a agonists via beta-arrestin recruitment, primary screen, cell-based, luminescence | 5-hydroxytryptamine receptor 2A (Mus musculus), P35363 | CHO-K1 mHTR2A beta-arrestin complementation; percent of 30 µM serotonin response | activation, % at 7.6 µM | 360,000 compounds, 0.66% hits;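 active means activation above a run cutoff, the mean activation of all tested compounds plus 3 SD, cut at about 14% in these data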;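 further: 0% = plate median of compound wells and 100% = 30 µM serotonin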
Granule exo inh: LAMP-1 surface exposure blockers, TALL-104 cells – cell-based, flow cytometry, MLPCN library, primary screen; TALL-104 LAMP-1 surface exposure; cells stimulated with thapsigargin and PMA; AID 651702, 2012; 360,000 compounds, 0.66% hits; inhibition, % at 10 µM;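 active means inhibition above about 55%, limit read from the data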
MC4R antag cAMP: MC4R antagonists of cAMP signaling, primary screen, cell-based, TR-FRET, antagonist arm of biased-ligand search; Melanocortin receptor 4 (Homo sapiens), P32245; MC4R-expressing cells, MTII-stimulated cAMP, LANCE TR-FRET; inhibition, % at 6.5 µM; 360,000 compounds, 0.48% hits; AID 540295, 2011;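 active means inhibition above its plate's cutoff, the mean of tested wells on that plate plus 3 SD, cut at about 29% in these data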;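 further: 0% = Melanotan II alone and 100% = Melanotan II plus saturating MCL0020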
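Material – human MC4R-expressing U2OS cells · Repeats – no replicates · Detection – TR-FRET with Eu-cAMP and labeled anti-cAMP, 671 nm · Times – compound 30 min, challenge 1 h, detection 1 h · Compound – single nominal compound dose of 6.5 µM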
Numbers without * were called inactive.

Structure	Glyco luc inh	H9c2 protect	MC4R antag cAMP	Granule exo inh	iPSC survival up	m5-HT2A agonist	ABHD5-PLIN5 inh	aDG glyco up	ABCB6 inh MLPCN	MC4R barr agon
O=S(=O)([O-])CCC[N+]1(CC#Cc2ccccc2)CCCCC1	2	0	35*	9	-0.7	4	7	-0.3	97	-0.1
C/C(=N/OC(=O)c1c(F)cccc1F)c1nccs1	0	-8	0	0	-1.9	2	6	-0.1	91	-0.2
Cc1cc(/C=N/n2cnnc2)c(C)n1-c1ccc2ncccc2c1	-5	0	1	3	-0.7	0	-7	0.1	98	-1.7
O=C1CN(c2nc3nonc3nc2N2CCCCC2)CCN1	4	6	1	0	0.2	6	3	-0.1	101	1.2
Cc1cccc(Cn2c(C(C)(C)C)cc3cccnc32)c1	-4	-22	-1	2	-1.2	-3	0	5.2	87	0.0
Oc1ccccc1-c1nnc(COc2ccc(Cl)cc2Cl)o1	-1	17	-7	-6	-2.9	2	-3	-0.1	96	6.3
Cc1ccc(NC(=O)N(CCC(=O)O)Cc2ccccc2)cc1	1	1	7	3	-0.4	-2	16	0.0	89	0.2
CCOC(=O)c1cn(Cc2ccccc2)nn1	-1	5	5	0	3.3	0	6	-0.3	98	-0.1
O=C(COC(=O)CNC(=O)c1ccc(Cl)c([N+](=O)[O-])c1)NNC(=O)c1cccs1	1	-2	14	-7	0.6	2	3	-0.2	98	2.7
COc1ccc(-c2nnc3n(CCc4ccccc4)c(=O)c4ccccc4n23)cc1OC	-2	1	5	6	0.6	2	3	-0.1	92	-1.5
CC(C)(C)c1ccc(S(=O)(=O)NCC(=O)N2CCCC2)cc1	-1	-3	7	-2	1.2	-2	4	0.0	102	-1.1
CCSc1nnc(C)c2ccccc12	1	12	-4	0	0.3	-6	-4	0.0	97	-2.4

More compounds.
Structure	Glyco luc inh	H9c2 protect	MC4R antag cAMP	Granule exo inh	iPSC survival up	m5-HT2A agonist	ABHD5-PLIN5 inh	aDG glyco up	ABCB6 inh MLPCN	MC4R barr agon
COc1ccc(OC)c(S(=O)(=O)n2cnc3cc(C)c(C)cc32)c1	1	-10	-15	-1	3.4	-4	7	-0.2	104	3.9
CCCCCc1c(C)nc(N2CCc3ccccc3C2)[nH]c1=O	3	-2	1	-4	1.3	-6	-1	0.1	100	-0.8
O=C(COC(=O)Cn1cnc2ccccc2c1=O)Nc1cc(Cl)ccc1[N+](=O)[O-]	1	0	3	-4	0.2	4	5	0.1	95	-0.8
O=C(Oc1ccc(OC(=O)C2CCC2)cc1)C1CCC1	-9	-13	12	3	0.1	-5	-4	0.2	100	0.4
C=CCn1c(Cc2cccs2)nnc1SCC(=O)c1ccc(F)cc1	-3	2	7	-1	0.5	-3	4	0.2	97	-1.7
COc1ccc(S(=O)(=O)N(C)C)cc1NC(=O)COC(=O)CC1CCCC1	1	-2	0	-1	-0.1	-2	-2	-0.1	102	-0.3
O=C(OCCc1cc2ccccc2c(=O)o1)c1cccc(Br)c1	-1	-8	3	-4	-1.8	7	5	-0.2	101	0.3
Cc1ccc(S(=O)(=O)N2CCCCC2)cc1NC(=O)CNC(C)c1ccc(Cl)c(Cl)c1 (stereo unspecified)	-7	-14	8	1	-0.6	-10	-1	0.2	98	0.9
CCOC(=O)c1c(S(=O)(=O)N(C)Cc2ccccc2)c(C)n(C)c1C	-1	-2	11	-4	-0.5	-1	1	-0.1	97	-2.4
CCCN(Cc1cc(=O)[nH]c2ccccc12)C(=O)CC	3	3	-47	-2	-0.8	0	-3	-0.2	100	0.8
CCn1cc(CCCC(=O)NCc2ccc(OC)cc2)c2ccccc21	-1	10	-4	11	-0.6	-3	9	0.0	99	0.6
CCCNC(=O)N1CCC(C(=O)c2ccc(Cl)cc2)CC1	0	-2	2	-5	-1.1	-2	-1	0.1	91	-0.9

Other entries follow.
Structure	Glyco luc inh	H9c2 protect	MC4R antag cAMP	Granule exo inh	iPSC survival up	m5-HT2A agonist	ABHD5-PLIN5 inh	aDG glyco up	ABCB6 inh MLPCN	MC4R barr agon
CC(=O)Nc1ccc(C(=O)Nc2nc(-c3cc(C)n(Cc4ccccc4)c3C)cs2)cc1	2	3	5	-6	-2.9	-3	-6	1.9	103	-3.8
O=C(N/C(=C/c1cccs1)c1nc2ccccc2[nH]1)c1ccccc1	2	4	-3	-2	1.8	10	1	0.2	94	-1.6
COc1cccc(C(=O)C2CCCN(Cc3ccc(OC)c(Cn4cncn4)c3)C2)c1 (stereo unspecified)	-1	15	-6	6	-0.4	3	6	0.0	101	2.3
COCCCNC(=S)NNC(=O)c1ccc(C(C)(C)C)cc1	-2	0	1	-1	-0.1	-2	1	0.1	84	2.4
CCCn1nc(C(=O)Nc2ccc3nc(N4CCOCC4)sc3c2)ccc1=O	0	-20	14	-3	-0.2	21*	8	1.7	89	-1.3
CCN(CC)c1ccc(NC(=O)Nc2ccc(C(C)=O)cc2)cc1	1	-5	-7	1	4.6	-8	-6	-0.2	100	-1.6
CN1C2CCC1CC(NS(=O)(=O)c1cc(Cl)c(Cl)cc1Cl)C2 (stereo unspecified)	1	5	-1	-3	0.1	3	-1	0.1	106	0.9
Cc1ccc(N2CC(NC(=O)C(=O)c3c(C)[nH]c4ccccc34)CC2=O)cc1 (stereo unspecified)	4	0	7	4	-0.1	-2	-5	-0.1	97	-5.0
O=C(Nc1cc(Cl)ccc1-n1cncn1)c1ccccc1OC(F)F	-1	-2	1	-3	0.1	9	7	-0.1	95	-0.6
CCn1c(SCc2ccc(C(=O)Nc3nccs3)cc2)nnc1-c1ccc(NC(C)=O)cc1	-1	10	12	-1	-2.1	2	3	-0.1	102	-3.2
Cc1ccccc1OCCCC(=O)Nc1ccc2c(c1)OCO2	2	-4	11	-1	0.8	-1	2	0.0	107	-0.8
COc1ccc(N2CCN(C(=O)c3cccnc3)CC2)c([N+](=O)[O-])c1	0	3	-7	8	-0.6	0	-10	0.6	96	-1.1

Going on with the list:
Structure	Glyco luc inh	H9c2 protect	MC4R antag cAMP	Granule exo inh	iPSC survival up	m5-HT2A agonist	ABHD5-PLIN5 inh	aDG glyco up	ABCB6 inh MLPCN	MC4R barr agon
CC(OC(=O)C1CCN(S(=O)(=O)c2ccc(Cl)cc2)CC1)C(=O)NC1CCCCC1C (stereo unspecified)	-1	2	15	0	-0.1	0	-8	0.1	97	0.8
COc1cc(OC)cc(C(=O)OCC(=O)NC2CCCCCC2)c1	1	-8	-1	1	-0.5	-6	-2	0.1	95	-2.1
Cc1ccc(C(=O)c2sc(Nc3ccccc3)c(C#N)c2N)cc1	4	-8	-1	3	-1.4	-3	-3	-0.3	92	1.0
COC(=O)c1c(-c2ccccc2)c[nH]c1C	-1	1	-6	2	-0.5	-3	1	0.0	99	-0.7
Cc1ccc(NCc2nc3ccccc3n2C)cc1C	-4	-7	11	-11	0.0	1	-5	-0.2	96	-0.3
CCOC(=O)Nc1ccc2c(COC(=O)C(NS(=O)(=O)c3ccc(Cl)cc3)C(C)O)cc(=O)oc2c1 (stereo unspecified)	-1	7	3	0	-0.9	1	-2	0.0	102	-1.6
CCOc1ccc(C2CC(=O)NC(SC)=C2C#N)cc1 (stereo unspecified)	1	-4	-4	-1	-0.6	7	-2	-0.2	94	0.9
CC12CCCC[C@@H]1CCC1C2CCC2(C)C1CC[C@@]2(O)CNCCO (stereo partly specified)	-2	-4	7	2	-0.6	5	4	-0.2	95	3.9
CN(C)c1ncnc2c1ncn2C1CCCCO1 (stereo unspecified)	4	5	-1	-2	-3.9	2	3	-0.5	94	-1.6
O=C(OCc1ccccn1)c1ccc(COc2ccccc2Cl)o1	0	-10	9	-1	4.9	-3	-2	0.0	99	1.5
COc1ccc(-c2cc(C(=O)N3CCCCCC3)c3ccccc3n2)cc1OC	-3	0	-3	24	0.0	-6	-6	0.1	100	-2.0
COc1cccc(NC(=O)C2CCN(S(=O)(=O)c3ccc4[nH]c(=O)ccc4c3)CC2)c1	1	-2	9	2	-0.2	0	-2	-0.2	97	-1.4

Continuation.
Structure	Glyco luc inh	H9c2 protect	MC4R antag cAMP	Granule exo inh	iPSC survival up	m5-HT2A agonist	ABHD5-PLIN5 inh	aDG glyco up	ABCB6 inh MLPCN	MC4R barr agon
CCn1cc(CN2N=C(C)CC2c2ccccc2)c(C)n1 (stereo unspecified)	0	-3	7	0	-0.4	-1	1	0.2	100	-1.8
COc1cc(NC(=O)CN(C)C2CCCCC2)c(C)cc1[N+](=O)[O-]	-6	0	4	4	-1.7	4	2	0.1	92	0.6
CCOC(=O)c1nc(C)c(C(C)=O)s1	-1	0	1	-1	2.7	-4	8	0.0	95	-1.6
O=C(NCCc1cccs1)C1CCC(=O)N(CCc2cccc(F)c2)C1 (stereo unspecified)	-1	0	2	2	-0.4	8	5	-0.1	97	-0.4
COC(=O)c1c(C)[nH]c(C(=O)/C=C/c2ccccc2F)c1C	-8	-9	-4	1	-1.0	4	3	0.0	95	-1.1
CCOc1cccc(C(=O)NC(=S)Nc2ccc(N3CCCC3)cc2)c1	0	-15	6	-2	0.2	-1	1	-0.6	107	-0.8
COc1ccc(C(=O)NC(=S)NCc2ccco2)cc1Br	1	-2	-2	18	-0.3	-1	-5	0.3	104	-0.4
CCn1c(SCc2ccccc2)nc2cc(S(N)(=O)=O)ccc21	-5	-6	2	31	-0.4	1	1	0.3	169	-0.5
COc1ccc(N(CC(=O)NCc2ccco2)S(C)(=O)=O)cc1Cl	0	-6	-3	0	-0.8	3	-2	0.1	95	-0.8
COCCn1c(SCC(=O)Nc2cccc(OC)c2)nnc1-c1ccccc1	-1	9	3	2	-0.5	3	-3	0.0	103	1.4
COc1ccc(OCC(=O)NS(=O)(=O)c2ccc(Cl)cc2)cc1	4	-5	4	-8	0.0	2	11	-0.1	100	-0.3
O=C(CCc1nnc(C2CCCCC2)o1)NCc1cccc(-n2cccn2)c1	0	-11	10	-2	-0.3	0	-3	0.0	97	1.2

The list continues:
Structure	Glyco luc inh	H9c2 protect	MC4R antag cAMP	Granule exo inh	iPSC survival up	m5-HT2A agonist	ABHD5-PLIN5 inh	aDG glyco up	ABCB6 inh MLPCN	MC4R barr agon
COc1ccc(OC)c(S(=O)(=O)n2nnc3cc(Cl)ccc32)c1	2	9	-6	-1	1.6	-5	3	0.0	94	-0.2
CCOC(=O)N1CCN(C(=O)C2CCN(S(=O)(=O)c3ccccc3)CC2)CC1	2	-4	3	7	1.4	0	0	0.1	99	-1.0
COCCN(CC(=O)Nc1cccc(C)c1C)C(=O)c1cc(S(=O)(=O)N2CCCC2)ccc1C	0	3	8	-1	-0.6	-5	-8	-0.1	101	-1.9
CCOC(=O)C1CCN(C(=O)c2cc3cc(Cl)ccc3[nH]2)CC1	2	-4	26	-6	-0.6	-1	2	0.0	95	-0.1
